Casp6 inh: human caspase-6 inhibitors, primary screen, biochemical, VEID-R110 fluorescence, single point, set 2 | hit rate 0.53% among 350,000 | purified caspase-6, Z-VEID-R110 cleavage fluorescence | inhibition, % at 12.5 µM;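 active = mean inhibition across replicates at least about 35%, with every replicate also reaching that limit, limit read from the data; inconclusive = only one of the two criteria met; inactive = neither criterion met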;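 also: 0% = median of neutral control wells and 100% = no fluorescence left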
Target sequence (P55212 24-179 limits assumed): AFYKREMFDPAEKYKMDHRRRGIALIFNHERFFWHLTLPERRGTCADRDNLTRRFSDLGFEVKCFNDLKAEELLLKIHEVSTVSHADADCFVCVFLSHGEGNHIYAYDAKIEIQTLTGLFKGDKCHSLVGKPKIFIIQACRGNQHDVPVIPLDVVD
Target sequence (P55212 194-293 limits assumed): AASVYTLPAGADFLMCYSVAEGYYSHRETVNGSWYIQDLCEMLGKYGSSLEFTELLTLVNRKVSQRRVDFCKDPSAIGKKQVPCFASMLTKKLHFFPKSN
DENV2 CPE rescue: inhibitors of DENV2 cytopathic effect, primary screen, cell-based, plate reader, single concentration; CPE inhibition, % at 9.99 µM; DENV2-infected cells, cytopathic effect rescue; hit rate 1.7% among 350,000; AID 651640, 2012; in the data active = CPE inhibition above about 20%, passing the limit was not always enough; inconclusive = no clear call, values can overlap the other calls; tested in BHK-21 cells;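 also: 0% = median of neutral control wells and 100% = median of positive control wells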
EWS-Fli inh: EWS/Fli-driven NR0B1 reporter inhibitors, primary screen, A673 cells, NR0B1 luciferase, luminescence, MLPCN library; viability-normalised; inhibition, % at 12.6 µM; hit rate 0.67% among 350,000;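 active = mean inhibition of at least 50% after viability correction, with every replicate also passing that limit; inconclusive = mean reaches 50% but only one of two replicates passes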;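 also: firefly luciferase signal divided by Alamar Blue viability fluorescence both relative to DMSO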
ARNT-TACC3 inh: disruptors of ARNT/TACC3 protein interaction, primary screen, biochemical, AlphaScreen, single concentration | inhibition, % at 9.99 µM | hit rate 0.66% among 390,000 | AlphaScreen His-ARNT PAS-B/GST-TACC3 binding, luminescence; TACC3 fragment carries E629A point mutation | Transforming acidic coiled-coil-containing protein 3 (Homo sapiens), Q9Y6A5;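 active = mean inhibition of replicates at least 50% and at least half of replicates each reaching 50%; inconclusive = half or more replicates reach 50% but mean below 50%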;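 also: 0% = complete ARNT plus TACC3 wells and 100% = ARNT alone without TACC3; many hits fall short of the cut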
PAX8 reporter: inhibitors of PAX8-driven TPO luciferase reporter, primary screen, RMG-I cells, single concentration; SteadyGlo, 24 h; inhibition, % at 12.6 µM; hit rate 1.2% among 360,000; AID 652154, 2013;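 active = mean replicate inhibition at least 60% with every replicate also reaching 60%; inconclusive = only one of the two criteria is met; inactive = mean below 60% and not all replicates reaching 60%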;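 also: luciferase light reporting Pax8 driven TPO promoter activity; plate controls were median of neutral control wells for no effect and mitoxantrone controls for full effect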
LGR2 inh: inhibitors of bursicon-induced LGR2 CRE-luciferase signal, primary screen, cell-based, HEK293, CRE-luciferase reporter, bursicon stimulation. bursicon-stimulated, 4 h. inhibition, % at 9.99 µM. hit rate 0.35% among 380,000;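 active = drop in luminescence signal, shown as inhibition above about 50% in the replicate tests, limit read from the data, passing the limit was not always enough; inconclusive = probably only some replicates passing the limit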;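 also: agonist challenge used bursicon conditioned medium at about half maximal strength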
SIRT5 block: SIRT5 desuccinylase inhibitors, primary screen, biochemical, fluorescence imaging, single point, set 5; hit rate 1.1% among 330,000; inhibition, % at 15 µM; Purified SirT5, succinyl-peptide AMC, trypsin-coupled fluorescence; in the data active = inhibition above about 15%; inconclusive = no clear call, values can overlap the other calls
Target sequence (Q9NXA8 whole entry, looked up): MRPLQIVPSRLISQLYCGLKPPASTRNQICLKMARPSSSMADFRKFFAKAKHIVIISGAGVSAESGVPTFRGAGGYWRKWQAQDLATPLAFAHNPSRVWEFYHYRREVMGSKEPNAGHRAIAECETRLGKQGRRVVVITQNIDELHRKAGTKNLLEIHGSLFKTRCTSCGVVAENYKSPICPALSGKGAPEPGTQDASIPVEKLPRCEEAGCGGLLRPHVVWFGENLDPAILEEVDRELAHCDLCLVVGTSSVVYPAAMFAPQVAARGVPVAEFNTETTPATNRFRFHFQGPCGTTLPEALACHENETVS
* hit, by the source's call; ? = inconclusive; nt = no result given. Outcome played no part in choosing rows; about 4.9% have a hit in one of these screens.

SMILES | Casp6 inh | DENV2 CPE rescue | EWS-Fli inh | ARNT-TACC3 inh | PAX8 reporter | LGR2 inh | SIRT5 block
Cc1ccc(C(=O)Nc2ccc(C(=O)N/N=C/c3cccnc3)cc2)cc1 | 3.4 | -2.0 | -6.7 | nt | 14.3 | -29.2 | -3.3
Cc1cccc(N2CC(C(=O)Nc3nnc(SCCN4CCOCC4)s3)CC2=O)c1 (stereo unspecified) | 8.8 | -1.2 | nt | 1.6 | -0.8 | -3.3 | -1.3
CCCCc1n[nH]c(=S)n1Cc1ccccc1 | 1.3 | -6.4 | -2.0 | -3.9 | -7.8 | -4.1 | -9.2
COc1ccc(-c2nc(-c3ccc(C(=O)O)cc3)no2)cc1 | 2.7 | -8.6 | -31.7 | -5.0 | 7.0 | nt | -4.6
COCCN(C(=O)c1sc2ccccc2c1Cl)c1c(N)n(CC(C)C)c(=O)[nH]c1=O | -2.3 | -1.9 | 0.5 | 23.5 | -5.2 | 5.1 | -1.9
CC(C)CN=C(NS(=O)(=O)c1ccccc1)C(Cl)(Cl)Cl | 2.4 | -0.5 | 44.9 | -1.0 | 100.3* | 94.0* | -5.7
C#CCOCCOCCOCCNc1nc(N2CCN(C(=O)[C@H](CCC(=O)O)n3cc([C@@H](N)CCCCN)nn3)CC2)nc(N2CCN(C(=O)[C@H](CCC(=O)O)n3cc([C@@H](N)CCCCN)nn3)CC2)n1 | -86.6 | 6.8 | 3.4 | 6.2 | -18.2 | 23.8 | -2.2
COCC(=O)Nc1ccc2c(c1)C(=O)N(C)C[C@H](OC)[C@H](C)CN(Cc1ccccn1)[C@H](C)CO2 | -1.1 | -0.9 | 6.3 | 4.1 | nt | 0.1 | -0.1
C[C@H]1CN([C@@H](C)CO)C(=O)c2cc(NS(=O)(=O)c3cccs3)ccc2O[C@@H]1CN(C)Cc1ccc2c(c1)OCO2 | nt | 4.5 | -5.9 | -1.5 | nt | 18.9 | 2.2
CCc1cccc(NC(=O)C2CCCN2S(=O)(=O)c2ccc3c(c2)n(C)c(=O)c(=O)n3C)c1 (stereo unspecified) | 0.4 | -6.1 | -2.4 | -9.4 | 14.9 | -4.3 | 2.0
CCCC#Cc1cnc2c(c1)C(=O)N([C@H](C)CO)C[C@H](C)[C@H](CN(C)C(=O)C1CCC1)O2 | 1.3 | 23.0* | -2.2 | -4.7 | nt | -4.4 | -2.8
N#Cc1ccc(N2Cc3ccccc3C2=NC(=O)c2cccs2)cc1 | -5.3 | -5.8 | -42.8 | -5.4 | -45.0 | -33.1 | 0.2
COc1ccc(-c2[nH]nc3c2C2(C(=O)N(CC(=O)O)c4ccccc42)C(C#N)=C(N)O3)cc1OC (stereo unspecified) | 6.8 | 8.2 | 5.0 | 1.7 | 36.8 | 10.5 | -0.1
COc1ccc(NC(=O)N[C@@H]2CC[C@@H](CCn3cc(-c4ccccc4)nn3)O[C@@H]2CO)cc1 | -0.6 | 18.8 | 7.8 | 5.4 | 9.8 | -0.3 | 7.8
COc1cc(/C=N/n2nnnc2N)ccc1OC(C)=O | -1.6 | 0.3 | 15.2 | 31.5 | -10.9 | 2.2 | -2.7
CSc1nnc(C(C)(C)C)c(=O)n1/N=C/c1ccccc1 | -5.1 | 8.4 | -3.4 | 3.0 | -3.8 | nt | 1.6
CCN(CC)C(=O)C1=C(C)N(CCC2=CCCCC2)C(=O)C(CC(=O)NCCCCc2ccccc2)C1 (stereo unspecified) | 2.9 | -11.3 | -0.7 | nt | 0.2 | 11.2 | -3.8
CN(C)C(=O)C[C@H]1CC[C@@H]2[C@H](COC[C@@H](O)CN2C(=O)c2ccncc2)O1 | -0.8 | 0.1 | 5.6 | -11.8 | -4.1 | -5.1 | 16.3*
CCOC(=O)C1=C(COC(=O)c2ccc(OC)c(OC)c2OC)NC(=O)NC1C (stereo unspecified) | 0.6 | -0.9 | -1.9 | -2.9 | -0.2 | -21.4 | -0.8
COc1ccccc1N1C(=NC(=O)CCC2CCCC2)SC2CS(=O)(=O)CC21 (stereo unspecified) | -0.1 | 8.1 | nt | 5.9 | -11.4 | 9.3 | -3.0
COc1ccc(Nc2c(-c3ccc(C)cc3)nc3cnccn23)cc1 | 12.9 | 1.0 | 5.7 | 1.5 | -3.6 | 16.3 | 18.0*
COc1ccc(/C=C/C(=O)Nc2cc(F)ccc2C)cc1S(=O)(=O)N1CCOCC1 | nt | 2.8 | 2.9 | 1.0 | -4.4 | 14.7 | 18.0*
CN1c2ccc(C3=CCCCC3)cc2[C@H]2[C@H](CCN2C(=O)C2CCCC2)[C@@H]1CO | -2.4 | -14.7 | 9.9 | 9.3 | 19.6 | 17.0 | 1.1
Cc1cc(Cl)cc(C)c1OCCOCCNCc1ccccc1 | -9.4 | -18.7 | 5.0 | -6.9 | 3.7 | -7.1 | -2.9
COc1ccc(CN2CCNC(=O)C2CC(=O)N(C)Cc2nccs2)c(OC)c1 (stereo unspecified) | -3.7 | 1.7 | 2.9 | -0.8 | -3.8 | 9.6 | 3.4
CC1CC(C)CN(S(=O)(=O)c2ccc3c(c2)C(C)(C)C(=O)N3C)C1 (stereo unspecified) | 3.5 | -3.9 | nt | 4.9 | -7.0 | -7.2 | -5.9
CNC(=O)C[C@H]1CC[C@@H]2[C@H](COC[C@H](O)CN2C(=O)Nc2cccc(OC)c2)O1 | 1.0 | 10.2 | -15.2 | 4.7 | -3.9 | -2.7 | -2.6
COc1ccc(N(C(=O)CNC(=O)c2ccco2)C(C(=O)NC2CCCC2)c2ccc(C)o2)cc1 (stereo unspecified) | 1.3 | -7.1 | 3.0 | -5.7 | 7.0 | 4.4 | -2.7
CNC(=S)Nc1ccc(N2CCN(c3ccc(C(F)(F)F)cn3)CC2)nc1 | 0.0 | ? | 11.1 | 2.4 | 21.6 | -2.5 | nt
C/C=C/c1ccc([C@@H]2[C@@H](CO)N(C(C)=O)C23CN(C(=O)c2ccccc2)C3)cc1 | 2.2 | -0.1 | 3.0 | nt | nt | 9.9 | -1.4
O=C(NCCSC1CCCCC1)c1ccccc1 | -1.6 | -4.9 | -57.1 | nt | -82.1 | -11.3 | -6.8
CCOc1ccc(C2=CC(=O)C[C@H](c3ccc(OC)cc3)C2)cc1 | 0.1 | 26.0* | -54.4 | 1.3 | -25.8 | -18.7 | -4.2
O=C(NCc1ccccc1)C1=C[C@H](C2CCCCC2)C[C@H](OCCCCO)O1 | -1.7 | -4.4 | -1.7 | -2.0 | -13.8 | -1.0 | nt
COc1ccc(N2CC(C(=O)Nc3ccc(S(=O)(=O)Nc4nc(C)cc(C)n4)cc3)CC2=O)cc1 (stereo unspecified) | 1.7 | 1.6 | 0.0 | -0.4 | nt | 5.7 | 2.1
Cc1cc(C)c2c(=O)n3c(nc2c1)C(CC(C)C)NC(=O)c1cccnc1-3 (stereo unspecified) | 7.6 | -10.8 | 12.8 | nt | 27.7 | -14.5 | -1.7
Cc1ccc(-c2ccc(CN3C(CC(C)C)C(=O)N(Cc4cn(CCC5OCCCO5)nn4)CCS3(=O)=O)cc2)cc1 (stereo unspecified) | 0.1 | -9.2 | -1.0 | nt | 0.7 | -4.1 | -1.7
CC(=O)c1ccc(S(=O)(=O)N2CCN(C(=O)c3ccc(-n4nc(C)c(Cl)c4C)cc3)CC2)cc1 | -1.1 | 6.4 | 17.8 | -9.0 | 1.3 | -5.3 | -3.0
CCOC(=O)CC1(C)Oc2ccccc2N1S(=O)(=O)c1ccc(C)cc1 (stereo unspecified) | 0.9 | -10.9 | -10.2 | nt | -0.1 | 6.5 | 4.2
COc1cccc2c(=O)n(CC(=O)Nc3cccc(F)c3)ccc12 | 0.5 | -2.7 | -0.2 | -22.4 | -1.5 | 2.6 | -3.1
O=C(NCc1cccnc1)c1cn(-c2ccccc2)nc1-c1cccs1 | 1.1 | nt | -47.4 | -1.9 | nt | 4.2 | 4.1
O=[N+]([O-])c1ccc(N2CCN(Cc3ccccc3)CC2)nc1 | -3.2 | 10.8 | 8.5 | -6.7 | -19.7 | nt | 1.1
CCCNC(=O)[C@@H]1[C@@H](CO)[C@@H]2Cn3c(ccc(-c4cccnc4)c3=O)[C@@H]2N1Cc1cocn1 | 1.0 | -1.7 | -2.6 | nt | nt | 1.9 | -8.5
CC(C)C#Cc1ccc([C@H]2[C@@H](C#N)N(C(=O)CN(C)C)[C@@H]2CO)cc1 | -5.2 | 1.2 | 0.1 | -14.7 | 9.6 | 7.8 | 1.8
O=C(CCN1C(=O)/C(=C/c2cccc(Br)c2)SC1=S)Nc1cccnc1 | -2.3 | 5.3 | -0.9 | 7.4 | 3.7 | -7.7 | -1.5
COc1ccnc2c1c(=O)n(Cc1ccccc1Cl)c(=O)n2C | -2.1 | 10.7 | -16.6 | 6.6 | 19.9 | 5.0 | -2.3
COc1cccc(CNC(=O)c2nnn(-c3ccc(OC(F)(F)F)cc3)c2N)c1 | -1.8 | nt | nt | -7.1 | nt | 10.9 | 5.1
Nc1nc(SCc2ccc(F)cc2)ns1 | -2.3 | 6.9 | -24.1 | 29.3 | -59.0 | -42.0 | -1.3
CC1CC(C)(C)NC(=S)N1CC(=O)NCc1ccc(Cl)cc1 (stereo unspecified) | 1.6 | -12.7 | 1.9 | 18.6 | 23.1 | 8.5 | nt
CC(=O)c1cccc(NC(=O)CSC(=O)c2ccccc2)c1 | 3.1 | -2.1 | nt | -3.7 | 3.6 | 14.3 | nt
O=C1[C@H]2[C@@H](c3ccc(C(F)(F)F)cc3)N[C@]3(CCCN(Cc4ccco4)C3=O)[C@H]2C(=O)N1Cc1ccccc1 | 0.2 | 1.3 | 1.5 | nt | 11.8 | 8.2 | -5.9
CO[C@@H]1CN(C)C(=O)c2cc(NC(=O)c3nc4ccccc4s3)ccc2OC[C@H](C)N(Cc2ccncc2)C[C@@H]1C | -3.5 | -10.2 | -6.2 | 24.3 | -11.2 | -11.0 | 0.3
COCC#Cc1ccc2c(c1)O[C@H](CN(C)S(=O)(=O)c1ccc(F)cc1)[C@@H](C)CN([C@H](C)CO)S2(=O)=O | 0.1 | -4.3 | 4.6 | -2.4 | nt | -19.4 | 3.6
C=CCSc1nc(N)c(NC(=O)c2ccco2)c(=O)[nH]1 | 2.5 | 4.1 | 2.8 | -0.9 | nt | 9.8 | 0.2
COc1ccc(NC(=O)Nc2ccc3c(c2)CC(=O)N([C@H](C)CO)C[C@@H](C)[C@@H](CN(C)C(=O)Nc2ccc(C(F)(F)F)cc2)O3)cc1 | nt | -0.7 | 4.5 | 8.6 | 2.8 | 2.7 | nt
CCOC(=O)C1=C(c2ccccc2)ON(C)C1c1ccccc1 (stereo unspecified) | 0.8 | -1.5 | -8.3 | 0.0 | -4.5 | 5.9 | -0.4
COc1ccc(CN(C)C[C@H]2OCCCC[C@H](C)Oc3ccc(NC(=O)Nc4ccc(F)cc4)cc3C(=O)N([C@@H](C)CO)C[C@@H]2C)cc1 | 2.3 | 13.4 | -1.8 | 8.4 | -3.2 | 11.2 | -2.7
Cc1sc2ncn(CC(=O)NCCCC(=O)N(C)Cc3ccccc3)c(=O)c2c1C | -2.7 | -2.1 | -6.7 | -6.0 | -5.1 | -9.2 | -1.2
O=C(CCl)N(c1ccc(Cl)cc1)c1c[nH]c2ccccc12 | 8.4 | nt | nt | 1.5 | nt | -38.5 | -4.3
N#Cc1cccc(-c2ccc([C@@H]3[C@@H](CO)N4CCCCN(C(=O)Nc5cccc(F)c5)C[C@H]34)cc2)c1 | -2.9 | -15.0 | 8.5 | 3.9 | 13.7 | 6.7 | -1.5
CSCCCc1cn([C@@H](CO)C(=O)NCCCCCCCCCCC(=O)N2CCNCC2)nn1 | -8.7 | 2.6 | -1.7 | -12.4 | -14.1 | -13.2 | 2.7
